TIM10 inh = growth inhibitors of TIM10 yeast strain; S. cerevisiae TIM10 strain growth, BacTiter-Glo luminescence, 24 h; inhibition, % at 10 µM; hit rate 1.4% among 330,000;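 active = inhibition of 40% or more at the single tested concentration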;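 note: wild-type TIM10 isogenic control strain grown at permissive 25 °C; 0% = DMSO yeast wells and 100% = minimal medium wells without yeast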
tim10-1 inh = inhibits growth of tim10-1 mutant yeast; S. cerevisiae tim10-1 ts strain growth, BacTiter-Glo, 24 h; inhibition, % at 20 µM; hit rate 2.2% among 330,000; AID 463190;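 active = inhibition of at least 40%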;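 note: mutant grown at 25 °C; 0% = DMSO wells with yeast and 100% = wells holding no yeast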
GRIN3A LBD mod = NR3A (human) ligand-binding domain modulation; hit rate 2.5% among 340,000; Tm shift relative to glycine control, % at 25 µM; AID 1259313; NR3A LBD differential scanning fluorimetry, Tm shift; 0% = protein alone, 100% = glycine-bound protein;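 active = melting temperature shift of at least 10% of the positive control shift, at one fixed dose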
MPTP block = inhibitors of mitochondrial permeability transition pore; isolated mouse mitochondria, Ca2+ swelling absorbance, 30 min; inhibition, % at 10 µM; hit rate 1.4% among 360,000; AID 602449;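 active = inhibition of 50% or more, scaled per plate between neutral and stimulator controls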;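 note: 0% = DMSO wells given calcium and 100% = 1 mM EGTA wells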
APJ ag = agonists of human APJ apelin receptor; P35414; CHO-K1 APJ PathHunter beta-arrestin, luminescence; 0% DMSO wells, 100% apelin; activation, % at 20 µM; hit rate 0.11% among 330,000;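 active = activation more than six SD over the plate average, tested at 20 µM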;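 note: 0% = DMSO alone and 100% = apelin-13 at 10 nM; some results filed as inactive read as strong as hits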
Target sequence (P35414 whole entry, looked up): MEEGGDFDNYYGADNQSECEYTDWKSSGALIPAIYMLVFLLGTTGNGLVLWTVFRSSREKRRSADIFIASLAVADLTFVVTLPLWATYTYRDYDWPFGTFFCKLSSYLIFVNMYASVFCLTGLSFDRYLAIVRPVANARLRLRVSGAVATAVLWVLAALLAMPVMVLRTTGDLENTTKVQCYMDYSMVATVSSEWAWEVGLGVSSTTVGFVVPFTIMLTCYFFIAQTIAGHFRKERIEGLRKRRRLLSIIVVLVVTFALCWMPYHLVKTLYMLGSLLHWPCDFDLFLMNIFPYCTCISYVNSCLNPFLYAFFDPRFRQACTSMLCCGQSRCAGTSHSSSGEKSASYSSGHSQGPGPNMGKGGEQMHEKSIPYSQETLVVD
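Test system: CHO-K1 APJ beta-arrestin complementation cell line | Compound: Single test compound dose, 20 µM final, 1% DMSO | Incubation: Compound 90 min 25 °C, reagent 1 h | Measured by: beta-gal luminescence | Read-out basis: APJ–arrestin association signal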
NALP3 yeast inh = NALP3 inhibition in yeast. Yeast reconstituted NLRP3/ASC/caspase-1, beta-gal luminescence, 24 h. AID 2825. hit rate 0.39% among 330,000. inhibition, % at 10 µM;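 active = inhibition of 50% or more; inactive = inhibition below 50%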;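 note: plate controls were induced DMSO wells for no effect and uninduced yeast grown without galactose for full effect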
APJ antag = antagonists of human APJ apelin receptor; P35414; CHO-K1 APJ beta-arrestin complementation, luminescence; inhibition, % at 20 µM; hit rate 0.32% among 330,000;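 active = inhibition above about 40% at 20 µM, limit read from the data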;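 note: cells challenged with 10 nM apelin-13 agonist together with compound; plate controls were apelin-13 plus DMSO wells for no effect and DMSO wells lacking apelin-13 for full effect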
beta cell repl = induces beta-cell replication in MIN6 cells | hit rate 0.29% among 330,000 | AID 2380 | MIN6 cells proliferation, ATPlite luminescence, 48 h; cells starved in 0.2% serum; 100% = growth in 10% serum | proliferation, % at 10 µM;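 active = compounds whose signal lies at least 3.5 SD above the mean of all wells on their plate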;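 note: 0% = DMSO-treated cells in low-serum medium and 100% = 10% serum control; some compounds called inactive have numbers as strong as hits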
tim23-1 inh = inhibits growth of tim23-1 mutant yeast; S. cerevisiae tim23-1 growth, BacTiter-Glo luminescence, 24 h; inhibition, % at 20 µM; hit rate 1.3% among 330,000;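 active = growth inhibition of the mutant yeast at or above 50%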;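 note: temperature-sensitive mutant grown at 25 °C; plate controls were DMSO-treated mutant yeast for no effect and medium wells lacking yeast for full effect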
An asterisk follows results filed as active; . = not tested or not shown.

SMILES	TIM10 inh	tim10-1 inh	GRIN3A LBD mod	MPTP block	APJ ag	NALP3 yeast inh	APJ antag	beta cell repl	tim23-1 inh
CCO[C@@H]1OC(C(=O)NCc2ccccc2)=C[C@H](c2cn(C(C)=O)c3ccccc23)[C@H]1CCCO	14	13	0	0.5	-3	8	14	-5	15
COc1cc2ccccc2cc1C(=O)NCc1ccncc1	16	2	0	0.9	5	10	1	-1	14
COc1ccc(NC(=S)NCCc2c[nH]c3ccc(OC)cc23)c(OC)c1	-18	-2	4	0.7	-1	11	24	-2	-5
Cc1ccc(CCNC(=O)CCS(=O)(=O)c2ccc3c(c2)oc(=O)n3C)cc1	3	21	0	-1.4	-4	-4	-3	2	7
Cc1ccc(-c2nc(N/N=C/c3ccncc3)c3ccccc3n2)cc1	60*	74*	-32	1.3	2	8	3	-4	76*
O=C(c1ccc(CS(=O)(=O)c2cccc(C(F)(F)F)c2)o1)N1CCN(c2ccccn2)CC1	1	17	-1	1.2	-4	13	5	2	1
CCn1c(CNc2ccc(F)cc2)nnc1SCC(=O)Nc1ccccc1OC	16	13	1	-0.9	2	3	1	0	15
O=C(NCc1ccccc1F)C1CCCN1C(=O)Nc1ccc(F)cc1 (stereo not drawn)	5	-14	1	0.4	1	7	-1	-2	-4
O=C(CN1CCN(S(=O)(=O)c2ccc(C(F)(F)F)cc2)CC1)N1CCNC1=O	7	-1	0	-0.3	-2	2	-17	-2	-5
CC(C)CCNC(=O)c1cc([N+](=O)[O-])ccc1N1CCOCC1	-14	12	1	-0.6	1	20	10	0	2
CN1CCN(C(=O)C2CCCN(S(=O)(=O)c3ccccc3)C2)CC1 (stereo not drawn)	9	-9	2	0.1	0	-7	-4	-2	4
CN(C(=O)COC(=O)CCc1c[nH]c2ccccc12)c1ccccc1	19	43*	0	0.6	-2	15	-62	-1	41
COc1ccccc1NC(=O)N(Cc1ccco1)Cc1cc2ccc(C)c(C)c2[nH]c1=O	0	15	1	-6.1	-2	6	10	-1	12
CCOC(=O)NCc1ccc(S(=O)(=O)Nc2c(C)cccc2C)cc1	19	18	1	-0.9	-4	5	-6	-3	21
CCOC(=O)c1c(NC(=O)COC(=O)CCS(=O)(=O)c2ccc(C)cc2)sc(C)c1C	7	20	4	0.9	-6	14	-50	-2	31
COc1cc(-c2[nH]ncc2CN(C)Cc2nonc2C)cc(OC)c1OC	-10	8	-2	1.8	0	6	-13	-4	-2
O=C(CCc1[nH]c2ccccc2c1Sc1ccccc1)N(CCO)CCO	3	-12	-2	-9.0	-4	19	-16	-1	13
COc1ccc(NC(=O)Cc2c(Sc3ccccc3)c3ccccc3n2C)cc1	4	19	-1	9.1	1	9	-4	0	9
CC(NS(=O)(=O)c1ccc(Cl)cc1)C(=O)N1CCOCC1 (stereo not drawn)	-13	13	1	0.2	3	0	-12	0	5
COc1cc(/C=N/n2c(COc3ccccc3)n[nH]c2=S)cc(Br)c1O	-3	12	-2	0.2	-4	20	5	-2	9
Cc1ccc(C(=O)Oc2ccc3ccc(=O)oc3c2)cc1	9	1	2	-2.4	0	21	-5	-3	1
Cc1cccnc1N(C(=O)Nc1ccccc1)C1=NCC(C)(C)S1	20	11	3	-0.3	-2	-15	-2	0	2
COc1cc(C(=O)NCC2(N3CCCCC3)CCCCC2)ccc1OCC(=O)N1CCOCC1	-4	15	-1	1.6	-5	-1	18	3	-9
O=C(Oc1ccc(OC(=O)N2CCOCC2)cc1)c1ccccc1	-3	8	-3	-4.9	-5	5	4	-1	7
O=C(NC(=S)N1CCN(C(c2ccccc2)c2ccccc2)CC1)c1ccc(S(=O)(=O)N2CCOCC2)cc1	24	17	-5	2.0	-4	24	29	-3	-10

Later entries.
SMILES	TIM10 inh	tim10-1 inh	GRIN3A LBD mod	MPTP block	APJ ag	NALP3 yeast inh	APJ antag	beta cell repl	tim23-1 inh
Cc1cc(C)nc(SCc2nnc(SCC(=O)N3CCOCC3)o2)n1	0	12	-2	-1.6	5	22	-4	-1	14
CCC1(CC)Cc2ccccc2-c2nc3ccccc3c(=O)n21	-2	16	-1	0.0	-5	-15	-2	-1	22
CC1=C(C(=O)OCc2ccccc2)C(c2ccoc2)C(C#N)=C(N)O1 (stereo not drawn)	17	17	1	1.5	-2	11	16	-1	16
COc1cc2ccccc2cc1C(=O)Nc1nccs1	-4	-17	3	0.1	0	15	-38	3	19
Cc1cc(C)cc(NC(=S)N(CCCN2CCN(C)CC2)Cc2cccs2)c1	13	9	0	-2.5	-3	0	15	-3	-3
COc1ccc(-n2c(=O)c3ccccc3n(CC(=O)NC3CCCCC3)c2=O)cc1OC	2	3	1	0.0	-3	2	-12	-2	5
COc1ccccc1CNC(=O)C1CCC(=O)N(CCCc2ccccc2)C1 (stereo not drawn)	0	-1	-1	-2.6	0	5	2	0	-10
CCOC(=O)CNC(=O)C(Cc1ccccc1)NC(=O)OCc1ccccc1 (stereo not drawn)	-4	4	2	-2.4	1	1	-2	-4	19
Cc1ccc(OCC(=O)NCCNC(=O)c2cnccn2)cc1C	9	-21	-5	-1.0	-1	7	-5	0	7
Cc1ccsc1C(=O)N1CCCC(CO)(Cc2ccccc2F)C1 (stereo not drawn)	8	22	-2	-0.6	-5	29	5	2	34
CC(=O)c1cc(C#N)c(SCc2ccccn2)nc1C	11	24	1	-0.5	-2	34	15	-1	11
COc1ccc(NC(=O)C2CC3CCC2C3)c(OC)c1 (stereo not drawn)	21	12	1	0.7	-2	-8	0	1	10
Cc1nnc(NC(=O)CCNC(=O)c2ccccc2Cl)s1	0	-6	0	-1.5	-1	8	1	3	4
O=C1CCCN1c1ccc(C(=O)N(Cc2nnc(-c3ccccc3Cl)o2)C2CC2)cc1	5	21	-1	0.1	8	9	-14	-4	20
COc1ccc(C(C(=O)OCCN(C)C)c2ccccc2)cc1 (stereo not drawn)	4	-10	0	1.0	0	16	-5	0	-6
CSc1cccc(NC(=S)NCCCO)c1	3	-6	0	1.4	-3	15	6	-1	4
O=C(c1ccc(Cl)cc1)N1CCN(CCc2ccccn2)CC1	-16	12	-3	-0.7	0	6	-1	-2	-3
CN1OC(CC(=O)O)N(c2ccc(Cl)cc2)C1=O (stereo not drawn)	-3	6	1	-0.4	2	-6	10	-1	-6
CCOC(=O)C1CCN(C(=O)c2cc(C(C)(C)C)nn2Cc2ccccc2)CC1	2	8	0	2.1	-1	18	-20	-1	30
Cc1c(NC(=O)c2cc(C3CC3)on2)c(=O)n(-c2ccccc2)n1C	-2	-3	0	-1.2	-4	26	-45	-1	6
NNc1nc2sc3c(c2c(=O)[nH]1)CCc1ccccc1-3	29	29	-5	2.6	-1	-1	-8	-2	41
COc1cc(OC)c2c(c1)OC(=O)CC2c1ccc(C)cc1 (stereo not drawn)	0	20	-1	-1.5	.	.	.	.	47
COc1ccc(CCNC(=O)C(C)SCc2ccccc2)cc1 (stereo not drawn)	12	8	-2	0.7	-4	24	6	-2	22
CSc1nnc(C)c(=O)n1COC(=O)COc1ccccc1F	3	-2	-3	1.2	-3	-5	9	0	0
CCS(=O)(=O)N1CCC(C(=O)NCCCN2CCCCCC2)CC1	-13	-1	-1	-0.4	-5	-7	2	1	-1

tim10-1 inh: hit marks shown above.
smiles,tim10-1 inh,GRIN3A LBD mod,MPTP block,APJ ag,NALP3 yeast inh,APJ antag
Cc1ccc(-c2nc(N/N=C/c3ccncc3)c3ccccc3n2)cc1,74*,-32,1.3,2,8,3
CN(C(=O)COC(=O)CCc1c[nH]c2ccccc12)c1ccccc1,43*,0,0.6,-2,15,-62

Arranged by the number under NALP3 yeast inh (falling): some entries from above.
molecule	NALP3 yeast inh
O=C(c1ccc(Cl)cc1)N1CCN(CCc2ccccn2)CC1	6
COc1ccc(-n2c(=O)c3ccccc3n(CC(=O)NC3CCCCC3)c2=O)cc1OC	2
NNc1nc2sc3c(c2c(=O)[nH]1)CCc1ccccc1-3	-1

Additional entries follow:
SMILES	TIM10 inh	tim10-1 inh	GRIN3A LBD mod	MPTP block	APJ ag	NALP3 yeast inh	APJ antag	beta cell repl	tim23-1 inh
CCOC(=O)C1CCCN(Cc2ccccc2OCC)C1 (stereo not drawn)	-8	-4	-1	-1.0	-1	-3	25	2	16
Cn1c(CC(=O)Nc2ccccc2)nnc1SCCOc1ccccc1	-8	-7	0	0.0	-5	-4	-13	1	10
COc1cc(C#CC#CCN2CCCCC2)ccc1O	8	14	-14	0.3	-6	19	7	0	4
COc1ccc(-n2nc3cc(N)c(Br)cc3n2)cc1	25	26	-4	2.2	-1	15	-26	-4	39
N=C1C(c2nc3ccccc3s2)=C(O)CN1C1CCCCC1	2	3	0	2.1	1	2	3	-6	13
Cc1ccc(NC(=O)c2nc[nH]c2C(=O)NC2CCN(C(=O)OC(C)(C)C)CC2)cc1	24	22	23*	-0.3	-2	-50	-14	-2	24
COc1cccc(CNC(=O)c2ccc(Cl)c(S(=O)(=O)N3CCOCC3)c2)c1	8	-5	0	-1.8	-3	7	-4	-1	6
CCc1noc(C)c1C(=O)OCC(=O)N(C)c1c(N)n(Cc2ccccc2)c(=O)[nH]c1=O	2	2	-1	1.0	-4	3	11	3	7
O=C(Cc1c(F)cccc1Cl)N(Cc1ccccc1)c1ccccn1	-29	-43	-1	-1.2	-3	-4	11	0	12
Cc1cc(C(=O)OCC(=O)NCCC(C)C)c2ccccc2n1	9	-13	0	-0.7	-3	19	11	-3	10
Cc1cccc(C)c1OCC(=O)NCC1COc2ccccc2O1 (stereo not drawn)	-15	4	-2	-1.6	-2	19	12	7	28
Cc1cccc(N(CC(=O)N/N=C/c2ccccc2C(=O)O)S(C)(=O)=O)c1C	-7	-4	0	-1.3	-3	19	-4	-1	7
Cc1ccc2c3c1C(=O)C(=O)N3C(C)(C)CC2C (stereo not drawn)	22	27	0	1.5	-4	5	7	-1	31
Cc1nc(/C(N)=N/OC(=O)c2ccccc2Cl)c(C(F)(F)F)o1	-8	7	-1	1.0	3	22	8	-2	7
COc1ccc2cc3cc(C(=O)NCc4cccs4)oc3nc2c1	-14	9	1	0.6	5	12	11	0	14
C[C@H](CO)N1C[C@H](C)[C@@H](CN(C)S(=O)(=O)c2cccs2)Oc2ccc(NC(=O)C3CC3)cc2C1=O	-4	3	0	-2.1	-1	-4	-7	-1	11
O=C(c1ccc(F)cc1)C1CCN(C(=O)c2c(F)cccc2F)CC1	-1	8	2	0.0	-3	18	15	2	29
Cc1ccc(-n2ncc3c(=O)[nH]c(SCC(=O)N4CC(=O)Nc5ccccc54)nc32)cc1	-5	-3	-1	-0.5	1	14	1	-5	-7
Cn1c(=O)c2c(SCc3ccccn3)nc(C3CC3)nc2n(C)c1=O	-9	3	-3	-1.0	-4	24	9	7	40
CCCCN1C(N)=NC[C@@H]1CCCCN	-10	-3	0	-1.4	-3	17	24	-2	11
O=C(/C=C/NNC(=O)c1ccccc1)c1ccc(Br)cc1	5	2	0	1.3	-3	1	4	-6	27
CCOc1ccccc1N1CCN(C(=O)c2ccc(S(=O)(=O)Nc3ccccc3)cc2)CC1	6	10	-16	-0.6	-3	18	-19	-5	15
COc1ccc(C2CCCCCN2Cc2nc3ccccc3c(=O)n2CC(N)=O)cc1 (stereo not drawn)	7	-5	-2	-1.0	-1	7	22	-1	20
CCOc1ccccc1NC(=O)c1cccc(NC(=O)C2CCCC2)c1	14	38	-4	-0.6	3	12	12	-2	49
Cc1ccc(S(=O)(=O)N(C)c2ccccc2C(=O)N2CCOCC2)cc1	-1	1	0	-1.3	9	2	1	-2	4

Bioassay records deposited in PubChem BioAssay by Sanford-Burnham Center for Chemical Genomics.
